# Source: PubChem
# Hsp70 displacement – Hsp70 inhibitors, probe displacement, primary screen, biochemical, fluorescence polarization (AID 583); Hsp70 fluorescence polarization probe displacement, mP; higher % means a stronger effect; one-dose displacement, % at 20 µM; IC50 in µM for titrated hits; actives 0.06% (n = 140,000); in the data active = displacement above about 50%;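 also: plate controls were vehicle for no effect and reference ligand for full effect; a part of the inactive calls stands beside numbers as strong as those of hits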
# MKP-3 inhibition – inhibition of rat DUSP6 enzyme activity – biochemical, in vitro, primary screen (AID 425). recombinant MKP-3 phosphatase activity, fluorescence; higher % means a stronger effect. one-dose inhibition, % at 20 µM; IC50 in µM for titrated hits. actives 0.17% (n = 110,000); in the data active = inhibition above about 50%;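 also: plate controls were vehicle for no effect and reference inhibitor for full effect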
# * marks the source's active call; other numbers are inactive results; · = no result given; & = joins results of further samples. A portion of the library (hit frequency here may not be typical).
SMILES,Hsp70 displacement,MKP-3 inhibition
COc1ccc(-c2cc(C(F)(F)F)nc(SCCC(=O)N3CCN4CCCC4C3)n2)cc1 (stereo not drawn),-3.6%,·
Cc1sccc1C1C(C#N)=C(N)SC(N)=C1C#N,-0.8%,5.7%
COc1ccccc1C1C(C(N)=O)=C(C)Nc2ncnn21 (stereo not drawn),6.1%,-3.6%
CCN(C(=O)CN1CCN(c2ccccc2O)CC1)c1c(N)n(Cc2ccccc2)c(=O)[nH]c1=O,4.9%,·
COc1ccc(Br)cc1CN1CCN(Cc2ccc3c(c2)OCO3)CC1,0.1%,2.7%
NS(=O)(=O)c1ccc(NS(=O)(=O)/C=C/c2ccccc2)cc1,11.1%,-16.6%
O=C(O)C1CCCN1c1ncccn1 (stereo not drawn),2.9%,-7.1%
CC(C)c1nnc(NC(=O)CSc2ccccc2)s1,3.9%,·
CC(=O)c1cccc(NC(=O)CN(C2CCCCC2)S(C)(=O)=O)c1,10.9%,-10.3%
Cc1cc(C)nc(SCc2nnc(SCC(=O)Nc3ccc(Cl)c(C(F)(F)F)c3)o2)n1,-2.3%,-1.8%
CCCOc1ccccc1C1C(C(=O)OCCc2ccccc2)=C(C)NC2=C1C(=O)CCC2 (stereo not drawn),0.0%,5.2%
Cc1ccc(N2C(=O)CC(Sc3nc4ccccc4s3)C2=O)cc1Cl (stereo not drawn),-2.7%,5.2%
O=C(CSc1nc2ccccc2s1)N/N=C/c1cccc2ccccc12,9.8%,0.5%
COc1ccc(CCNC(=O)c2cnn3ccccc23)c(OC)c1OC,2.7%,-0.7%
CN(C)S(=O)(=O)N1CCN(C(=O)c2cccc(Br)c2)CC1,1.1%,·
O=C(CCc1ccccc1)Nc1ccc(Cl)c([N+](=O)[O-])c1,-2.7%,-1.2%
CC(C)OCC1CC(CC(=O)NC(=S)Nc2cccc([N+](=O)[O-])c2)C(=O)O1 (stereo not drawn),-0.2%,·
COc1ccc(N2CC(C(=O)N/N=C/c3cccs3)CC2=O)cc1 (stereo not drawn),-3.2%,4.4%
CC(C)CCNC(=O)Cn1c(NCCC(C)C)nc2c1c(=O)n(C)c(=O)n2C,0.6%,-5.1%
Cc1ccc(Br)cc1S(=O)(=O)n1nnc2ccccc21,-3.2%,1.6%
O=C1CCCC2=C1C(c1cccs1)Nc1ccc(C(=O)c3ccccc3)cc1N2 (stereo not drawn),-2.5%,3.0%
CCC1S/C(=N\S(=O)(=O)c2cccs2)N(C2CCCCC2)C1=O (stereo not drawn),0.8%,·
CC(=O)c1cccc(NC(=O)COc2ccc(C)cc2C)c1,1.4%,0.0%
COc1ccc(C(=O)C2C(=O)c3ccccc3C2=Nc2ccccc2)cc1 (stereo not drawn),-0.6%,1.2%
Cc1c(NC(=O)C2Cc3ccccc3CN2C(=O)c2ccco2)c(=O)n(-c2ccccc2)n1C (stereo not drawn),2.2%,6.2%
# Next part.
SMILES,Hsp70 displacement,MKP-3 inhibition
Cn1c(O)c(C2=c3ccccc3=NC2=O)sc1=Nc1ccc(Cl)cc1,1.3%,·
CCOc1cc(OCC)cc(C(=O)Nc2ccc(Cc3ccncc3)cc2)c1,-7.0%,3.6%
Cc1nc2ccc(NC(=S)N3CCCC3)cc2nc1C,-0.3%,3.2%
CCC(=O)N1c2ccccc2C(N(C(=O)c2ccccc2)c2cccc([N+](=O)[O-])c2)CC1C (stereo not drawn),6.1%,0.3%
O=C(CSc1nnnn1Cc1ccccc1)NCCc1ccccc1,0.4%,-4.8%
O=C(NCc1ccco1)Nc1ccncc1,4.5%,-1.5%
Cc1ccc(C(C)C)c(OCCNC(=O)c2cc(F)c(F)cc2Cl)c1,-0.9%,3.8%
CC/C(CC(C)(C)c1ccccc1)=N\O,-0.6%,-7.3%
COc1ccc(C(=O)N(Cc2ccco2)Cc2cc3cc(C)ccc3[nH]c2=O)cc1OC,7.2%,-6.3%
COc1ccc(N(CC(=O)Nc2cccc(SC)c2)S(=O)(=O)c2ccccc2)cc1,-11.1%,6.5%
CCC(C)Sc1nnc(Cc2cc(=O)[nH]c(=O)[nH]2)n1-c1ccc(OC)cc1 (stereo not drawn),-2.4%,0.2%
O=C(Oc1cncc(Cl)c1)c1ccco1,1.0%,·
CC(=O)c1n[nH]nc1Nc1nc(C)cc(C)n1,8.6%,·
Nc1nnc(CCC(=O)c2ccccc2)s1,0.8%,0.6%
COc1ccc(OCCSc2ncccn2)cc1,2.3%,-7.1%
CN(C)C(=O)COc1ccc2ccc(=O)oc2c1,6.3%&0.3%,-13.2%&3.4%
CCCOc1cccc(C(=O)Nc2ccc3c4c(cccc24)CC3)c1,6.4%,3.5%
COC(=O)c1cc(C)sc1NC(=O)c1sc2cc(Cl)ccc2c1Cl,-0.3%,3.6%
Cc1cccc(NCc2cccc([N+](=O)[O-])c2)c1,2.8%,3.4%
Cc1occc1C(=O)Nc1cccc2ccccc12,-0.6%&-0.4%,5.6%&1.3%
COc1cccc(C2=CC(c3ccc(N(C)C)cc3)n3nnnc3N2)c1 (stereo not drawn),-3.8%,-4.3%
CCOC(=O)CN1C(=O)C(C)(C)Oc2ccc(C(=O)Nc3ccccc3OC)cc21,1.2%,-6.0%
CCCc1[nH][nH]c(=O)c1C(c1ccc(Br)cc1)C(C#N)C#N (stereo not drawn),-1.8%,·
COCCn1nnnc1C(c1ccc(Cl)cc1)N1CCSCC1 (stereo not drawn),-5.3%,-3.3%
NC(=O)C1CCN(c2nc(C3CC3)nc3c2nnn3Cc2ccccc2)CC1,-7.0%,-7.0%

# Molecules above that contain a CF3 group (two):
SMILES,Hsp70 displacement,MKP-3 inhibition
COc1ccc(-c2cc(C(F)(F)F)nc(SCCC(=O)N3CCN4CCCC4C3)n2)cc1 (stereo not drawn),-3.6%,·
Cc1cc(C)nc(SCc2nnc(SCC(=O)Nc3ccc(Cl)c(C(F)(F)F)c3)o2)n1,-2.3%,-1.8%

# Next section:
SMILES,Hsp70 displacement,MKP-3 inhibition
Cc1cc2nc(-c3ccc(C)c(NC(=O)COc4ccc([N+](=O)[O-])cc4)c3)oc2cc1C,-3.0%,8.5%
CCn1cnc2cc(NCc3ccncc3)ccc21,2.9%,-11.7%
COc1ccc(N2C(=O)NC(=O)/C(=C/c3ccc(-c4ccc(C(=O)O)cc4)o3)C2=O)cc1,3.7%,2.4%
COc1ccc(CNC2=CC(=O)OC23CCCCC3)cc1,4.1%,-2.7%
COc1cccc(/C=N/NC(=O)C(=O)NCc2ccccn2)c1O,0.2%,0.1%
CC(=O)c1cccc(NC(=O)/C(=C\c2cccnc2)NC(=O)c2ccccc2)c1,4.1%,-0.9%
O=c1c(/C=C(\O)c2ccc(F)cc2)nc2ccccc2n1-c1ccccc1,-9.3%&-21.3%,5.7%
NC(=O)C1(N2CCCCC2)CCN(C(=O)NC2CCCCC2)CC1,7.2%,8.7%
Cc1ccc(C(=O)C2COC(=O)C2)cc1 (stereo not drawn),0.5%,-3.8%
CCOc1ccc(C2/C(=C(\O)c3ccccc3)C(=O)C(=O)N2c2cccnc2)cc1 (stereo not drawn),-2.9%,2.6%
CS(=O)(=O)N(Cc1ccc(C(=O)NCc2ccc(Cl)cc2)cc1)c1ccccc1,-1.1%,2.3%
Nc1cc(-c2ccccc2)ccc1O,-1.6%,-7.9%
CCOCCCn1c(SCC(=O)NCc2ccco2)nc2c(sc3ccccc32)c1=O,-0.6%,·
CN(CC(=O)Nn1cnnc1)S(=O)(=O)c1ccc(Br)cc1,-6.2%,·
CC(C)Oc1ccccc1C1Nc2ccccc2NC2=C1C(=O)CC(c1ccccc1)C2 (stereo not drawn),-1.4%,7.0%
CCOC(=O)C(NC(=O)CC)(Nc1cc(C)on1)C(F)(F)F (stereo not drawn),3.4%,-12.8%
CC(=O)Nn1c(-c2ccccc2)cc2ccccc21,-4.7%,-2.6%
CN(CC(=O)Nc1ccc(Cl)cc1)CC(=O)Nc1cc(Cl)ccc1C#N,0.6%,-6.2%
CC(=O)Nc1c(O)nc(SCC(=O)Nc2ccc(C(C)=O)cc2)[nH]c1=O,0.6%,-8.1%
CCOC(=O)C1=C(C)NC(C)=C(C(=O)OCC)C1c1cn(-c2ccccc2)nc1-c1ccco1,2.0%,·
CCOC(=O)c1c(N)sc(C(=O)Nc2cc(C)ccc2C)c1C,-1.7%,1.6%
Cc1cccc(Nc2nc3c(s2)CCCC3)c1,-2.9%,95.3%*
Cn1c(=O)[nH]c(=O)c2c1nc(Br)n2CC(O)c1ccccc1 (stereo not drawn),0.8%,-7.2%
NC(=O)CCC(NC(=O)c1ccc(-c2ccccc2)cc1)C(=O)O (stereo not drawn),2.4%,1.1%
Cc1c(C(=O)Nc2ccc3nn(-c4ccccc4)nc3c2)cccc1[N+](=O)[O-],-6.7%,2.9%

# Some of the entries so far, as tab-separated lines:
Molecule	Hsp70 displacement	MKP-3 inhibition
Nc1cc(-c2ccccc2)ccc1O	-1.6%	-7.9%
CCOCCCn1c(SCC(=O)NCc2ccco2)nc2c(sc3ccccc32)c1=O	-0.6%	·
CN(CC(=O)Nn1cnnc1)S(=O)(=O)c1ccc(Br)cc1	-6.2%	·
CC(C)Oc1ccccc1C1Nc2ccccc2NC2=C1C(=O)CC(c1ccccc1)C2 (stereo not drawn)	-1.4%	7.0%
CCOC(=O)C(NC(=O)CC)(Nc1cc(C)on1)C(F)(F)F (stereo not drawn)	3.4%	-12.8%
CC(=O)Nn1c(-c2ccccc2)cc2ccccc21	-4.7%	-2.6%

# Following part
SMILES,Hsp70 displacement,MKP-3 inhibition
COc1ccc(-n2c(Cn3c(=O)sc4ccccc43)nnc2SC)cc1,-1.8%,-12.8%
COc1cc(OC)c(OC)cc1C=C1C(=O)N(C)C(=O)N(C)C1=O,-1.1%,-0.5%
NC(N)=NS(=O)(=O)c1ccc(NS(=O)(=O)c2ccc3ccccc3c2)cc1,6.2%,1.1%
CCC(=O)c1cc(F)c(N2CCN(C(=O)Cc3ccccc3)CC2)cc1C,-6.2%,·
O=C(CSc1nc2ccccc2o1)N=Nc1c(O)n(CN2CCCC2)c2ccccc12,4.4%,-1.1%
CON1C(=O)C(=O)N(OC)C(C)(C)C1C (stereo not drawn),-0.5%,-0.7%
NC(=O)c1ccccc1NC(=O)c1ccccc1I,-3.3%,1.9%
Cc1ccc(N/C=C(\C#N)c2ccc(OCCCF)cc2)cc1,-9.1%,·
Cc1cccc(C(NC(N)=O)c2ccccc2)c1 (stereo not drawn),0.4%,-0.4%
O=C(CCCN1C(=O)/C(=C\c2cccs2)SC1=S)Nc1ccc(Br)cc1,2.5%,0.2%
CCCC1=NN2C(=N)/C(=C\c3ccc(SCc4ccco4)o3)C(=O)N=C2S1,-30.9%,·
Cc1cccc(C)c1OCC(=O)N/N=C/c1cc2c(cc1[N+](=O)[O-])OCO2,6.5%,·
CC(=O)C1=C(NC(=O)c2ccc(F)cc2)CC2C1C2(C)C (stereo not drawn),1.0%,·
CC(C)C(=O)NC(NC(=S)NC1CCS(=O)(=O)C1)C(Cl)(Cl)Cl (stereo not drawn),0.7%,·
CC1CN(C(=O)COC(=O)c2cccs2)CC(C)O1 (stereo not drawn),-1.3%,·
COC(=O)c1ccc(NC(=O)CSc2nnc(Cc3cccn3C)n2-c2ccc(F)cc2)cc1,0.4%,-3.7%
O=C(c1nnc(Cc2ccc(Cl)cc2)o1)N1CCOCC1,3.1%,-2.1%
CCOC(=O)c1ccccc1NC(=O)COc1ccc(Cl)cc1C,-2.7%,1.3%
Nc1nc2c(ncn2COC(CO)CO)c(=O)[nH]1,3.9%,·
CN1C2=NC(=O)/C(=C/c3ccc([N+](=O)[O-])o3)N2c2ccccc21,-2.2%,1.0%
C=CCN1C(=O)/C(=C\c2ccc(OC(=O)c3cccc(Br)c3)c(OC)c2)SC1=S,0.0%,1.9%
Cc1ccc(-c2cc(C(F)F)n3ncc(C(=O)N4CCCc5ccccc54)c3n2)cc1,2.5%,·
Cc1ccc2cc(CN(CCCN3CCOCC3)C(=O)NC3CCCCC3)c(=O)[nH]c2c1C,-0.7%,1.2%
O=C(/C=N/O)NCc1cccnc1,1.3%,-0.8%
Cc1ccc(C(=O)C(C)[n+]2cccc(C(N)=O)c2)cc1 (stereo not drawn),-1.0%,0.1%
# (cont.)
SMILES,Hsp70 displacement,MKP-3 inhibition
CSCC[C@H](NC(=O)c1nn(C)c(=O)c2ccccc12)c1nc2ccccc2[nH]1,2.6%,·
c1csc(CCNc2ncnc3sc4c(c23)CCC4)c1,·,8.7%
O=C(CN1C(=O)c2ccc([N+](=O)[O-])cc2C1=O)Nc1ccc(Br)cc1C(=O)O,4.0%,1.2%
CN1C(=O)c2ccc(N(C)C)cc2C1=O,1.2%&-1.1%,3.9%&5.4%
C=CCn1c(SCc2csc(C)n2)nc2scc(-c3ccc(C)o3)c2c1=O,5.9%,-4.3%
COC(=O)c1cc(OC)c(OC)cc1NC(=O)CCc1ccc(C)o1,0.8%,-13.4%
COC(=O)c1[nH]c(C)c(/C(O)=C2\C(=O)C(=O)N(CCN(C)C)C2c2ccccc2OC)c1C (stereo not drawn),2.3%,-4.0%
COc1ccc(Cl)cc1C(=O)NCCN1CCOCC1,2.2%,0.2%
Nc1cc(=O)[nH]n1C1CCN(c2ccccc2)CC1,2.7%,-1.1%
CCOc1cc(S(=O)(=O)Nc2ccc(Cl)cn2)ccc1F,1.7%,-6.8%
CC(=O)OC(C(=O)NCCc1ccccc1)c1cccnc1 (stereo not drawn),5.1%,-4.1%
CC(C(=O)N1CCCc2ccccc21)N1C(=O)c2ccccc2C1=O (stereo not drawn),-0.5%,·
O=C(Nc1ccccn1)c1cc(Br)ccc1Cl,2.5%,0.2%

# Another view of part of the listing above:
# Every second line gives: Hsp70 displacement	MKP-3 inhibition
O=C(Nc1ccccn1)c1cc(Br)ccc1Cl
  2.5%	0.2%
Nc1cc(=O)[nH]n1C1CCN(c2ccccc2)CC1
  2.7%	-1.1%
CN1C(=O)c2ccc(N(C)C)cc2C1=O
  1.2%&-1.1%	3.9%&5.4%
COc1ccc(Cl)cc1C(=O)NCCN1CCOCC1
  2.2%	0.2%
